PvdQ acylase: P. aeruginosa PvdQ acylase inhibition | purified PvdQ acylase, fluorescence plate reader | inhibition, % at 10 µM | hit rate 0.063% among 340,000; in the data active means inhibition above about 30%, passing the limit was not always enough;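 further: 0% = vehicle neutral wells and 100% = reference inhibitor wells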
SR-BI HDL uptake: inhibitors of mouse SR-BI mediated HDL lipid uptake | inhibition, % at 12.5 µM | ldlA[mSR-BI] CHO cells, DiI-HDL uptake fluorescence, 3 h | hit rate 0.96% among 320,000 | Q61009;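 active means mean replicate inhibition of at least 70% and a set share of replicates each scoring 70 or more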;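 further: 0% = median of neutral control wells and 100% = median of positive control wells; values of inactives mirror those of a sister screen read the other way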
NSD2 inh: inhibitors of human histone methyltransferase NSD2. hit rate 0.54% among 310,000. AID 743445. NSD2 peptide methylation, AlphaScreen, 120 min. inhibition, % at 12.5 µM; in the data active means inhibition above about 50%
Arr AP2 block: human beta-arrestin and AP2 interaction inhibition; FITC-arrestin peptide / GST-AP2 beads, flow cytometry; AP2 beta2 appendage carries R879A mutation; inhibition, % at 10 µM; hit rate 0.31% among 340,000;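 active means inhibition above a set limit, near 3 SD of compounds lacking own fluorescence, cut at about 54% in these data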;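 further: plate controls were DMSO wells for no effect and 5 µM unlabelled arrestin peptide for full effect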
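Assay system: GST-AP2 R879A bound to glutathione beads, E. coli-expressed; Medium: PBS with 0.05% Tween 20 and 0.1% BSA; Also added: fluorescein-tagged arrestin peptide at 50 nM final; Timing: 12 min plus 1 h, RT; Measured by: flow cytometry, FL1 (488/535 nm); Evaluation: percent drop in bead-associated FITC signal.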
Cardiac RTF inh: cardiac RTF calcium desensitization; inhibition, % at 7.15 µM; IANBD-labeled cardiac RTF, Ca2+ fluorescence; hit rate 0.12% among 340,000;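 active means inhibition above the mean inhibition of all tested compounds plus 3 SD, cut at about 17% in these data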;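 further: assay run at fixed EC70 calcium of 1.6 mM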
SR-BI uptake up: enhances SR-BI lipid uptake from DiI-HDL | CHO ldlA[mSR-BI] cells, DiI-HDL uptake fluorescence, 3 h; 100 = double the neutral-control signal | activation, % at 12.5 µM | hit rate 0.096% among 320,000 | AID 504775;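 active means mean replicate activation of at least 60% and every replicate at or above 60%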;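 further: 0% = median plate neutral-control signal and 100% = twice that signal; values of inactives mirror those of a sister screen read the other way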
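Material: SR-BI-overexpressing, LDLR-lacking CHO cells; schedule: compound exposure 3 h, 37 °C; reagent: DiI-labelled HDL at 10 µg/mL final; technique: bottom-read fluorescence, 550/595 nm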
PKA-R2B activ: PKA-R2B complex activation. PKA-R2B holoenzyme dissociation, Cy5-IP20 fluorescence polarization; R2B truncated from residue 108, S112A mutant; 0% DMSO only, 100% 113 µM cGMP. activation, % at 11.4 µM. P22694+P31323. AID 504700. hit rate 0.079% among 340,000;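 active means activation above a cutoff set at the mean over all compounds plus 3 SD, cut at about 18% in these data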;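 further: higher means more holoenzyme dissociation and a rise in polarization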
Target sequence (P31323 whole entry, looked up, other chains not shown, the tested form may be a part): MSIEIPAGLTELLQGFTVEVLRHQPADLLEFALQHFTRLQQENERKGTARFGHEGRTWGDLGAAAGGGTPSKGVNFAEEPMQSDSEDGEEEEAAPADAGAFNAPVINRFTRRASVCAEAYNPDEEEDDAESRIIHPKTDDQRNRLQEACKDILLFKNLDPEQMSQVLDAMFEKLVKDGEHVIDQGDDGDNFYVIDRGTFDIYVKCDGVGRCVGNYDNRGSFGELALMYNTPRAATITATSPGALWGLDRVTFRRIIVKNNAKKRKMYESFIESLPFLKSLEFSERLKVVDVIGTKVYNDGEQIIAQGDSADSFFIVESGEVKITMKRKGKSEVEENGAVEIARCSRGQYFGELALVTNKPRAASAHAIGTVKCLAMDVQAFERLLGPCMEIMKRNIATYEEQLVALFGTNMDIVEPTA
Keap1-Nrf2 PPI: inhibitors of human Keap1-Nrf2 protein-protein interaction. Keap1 Kelch-Nrf2 peptide fluorescence polarization, 1536-well. AID 504523. Q14145. hit rate 0.15% among 340,000. inhibition, % at 9.4 µM; in the data active means inhibition above about 12%;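 further: human Keap1 Kelch domain with fluorescein labeled Nrf2 9mer peptide probe; 0% = neutral control wells and 100% = peptide positive control; higher means more block of Keap1 binding to Nrf2 peptide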
Target sequence (Q14145 whole entry, looked up, the tested form may be a part): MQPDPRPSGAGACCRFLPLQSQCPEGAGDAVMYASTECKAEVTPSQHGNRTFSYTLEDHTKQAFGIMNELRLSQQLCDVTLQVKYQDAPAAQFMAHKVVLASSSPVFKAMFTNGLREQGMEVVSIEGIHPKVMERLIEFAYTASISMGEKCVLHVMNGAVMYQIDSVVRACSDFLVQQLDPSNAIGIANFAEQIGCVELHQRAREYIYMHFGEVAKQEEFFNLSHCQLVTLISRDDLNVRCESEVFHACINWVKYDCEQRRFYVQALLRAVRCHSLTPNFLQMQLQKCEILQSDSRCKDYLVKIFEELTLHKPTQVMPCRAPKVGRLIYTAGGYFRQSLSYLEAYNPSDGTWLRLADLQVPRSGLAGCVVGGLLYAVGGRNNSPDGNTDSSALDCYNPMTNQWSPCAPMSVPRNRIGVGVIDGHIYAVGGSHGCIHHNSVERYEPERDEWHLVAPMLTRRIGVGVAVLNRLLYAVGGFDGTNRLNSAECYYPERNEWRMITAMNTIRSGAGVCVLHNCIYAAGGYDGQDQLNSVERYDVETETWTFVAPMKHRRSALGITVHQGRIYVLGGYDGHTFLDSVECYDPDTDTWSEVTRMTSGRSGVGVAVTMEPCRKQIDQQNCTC
C-LANA FP: inhibitors of KSHV LANA C-terminal domain DNA binding | MBP-C-LANA/FAM-LBS DNA binding, fluorescence polarization | inhibition, % at 9 µM | hit rate 0.078% among 340,000 | AID 504423;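 active means highest replicate inhibition at or above 60% at 9 µM, even if other replicates fall short; inactive means all replicates below 60% inhibition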;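 further: 0% = neutral control wells and 100% = 4 µM acridine orange control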
DAGLB inh: diacylglycerol lipase beta (human) inhibition; hit rate 0.059% among 340,000; HEK293T DAGLB membrane lysate, EnzChek fluorogenic substrate; inhibition, % at 5.17 µM; in the data active means inhibition above about 34%;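 further: 0% = enzyme with vehicle and 100% = wells lacking enzyme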
An asterisk follows results filed as active; / = not tested or not shown.

Order of values – PvdQ acylase	SR-BI HDL uptake	NSD2 inh	Arr AP2 block	Cardiac RTF inh	SR-BI uptake up	PKA-R2B activ	Keap1-Nrf2 PPI	C-LANA FP	DAGLB inh
> COc1ccc(S(=O)(=O)Nc2ccc(S(=O)(=O)N3CCCCC3)cc2)cc1OC
→ -13	/	18	2	-4	/	-11	0	0.2	-1
> NC(=O)C[n+]1ccc(/C=N/O)cc1
→ -5	-15	1	2	-12	15	-4	-1	0.5	1
> Cc1ccc(CNC(=O)C2CCC(=O)N2Cc2ccccc2Cl)cc1 (configuration not stated)
→ -13	-9	1	-11	-6	9	-6	2	-2.2	0
> COc1ccc(NC(=O)Cc2c(F)c(F)c(F)c(F)c2F)cc1OC
→ -10	-5	0	-2	6	5	-8	-1	1.6	2
> CSCCC(NC(=O)c1ccco1)C(=O)NCC(c1ccccc1)N(C)C (configuration not stated)
→ -10	-9	0	5	-8	9	0	-3	-4.5	2
> COc1ccc(C(=O)N2CCN(c3cccc(Cl)c3)CC2)c(OC)c1
→ -9	7	0	-3	0	-7	-9	-2	-0.3	2
> C/C(=N\NC(=O)C1CC1)c1ccc(N2CCOCC2)cc1
→ 1	3	-3	-8	-7	-3	11	5	0.6	-2
> COc1ccccc1N1CCN(C(=O)C2CCC(CNS(=O)(=O)c3ccc(NC(C)=O)cc3)CC2)CC1 (configuration not stated)
→ -9	51	0	-19	2	-51	-3	0	-0.6	1
> CN1C2C=C(N(CCc3c[nH]c4ccccc34)C(=O)c3ccc(Cl)cc3)CC1CC2 (configuration not stated)
→ -4	-17	2	7	-26	17	2	-4	-0.4	5
> Cc1noc(C)c1COC(=O)c1cc(=O)[nH]c2ccccc12
→ 5	-3	-1	31	0	3	7	4	1.2	-1
> Clc1ccc(C2=CC(c3ccco3)n3ncnc3N2)cc1 (configuration not stated)
→ -3	/	/	3	-205	/	-9	28*	48	-54
> O=C(Oc1ccccc1C(=O)Nc1ccccc1)c1ccccc1Br
→ 7	-10	-1	10	-2	10	-11	-4	-1.8	5
> O=C(NCC1CCCO1)C1CC(=O)N(c2ccc(Cl)cc2)C1 (configuration not stated)
→ -3	-6	-1	0	-5	6	0	-3	0.2	3
> O=C(COC(=O)CNC(=O)c1cccc(F)c1)NCCC1=CCCCC1
→ -12	-43	-2	-1	-4	43	-10	-1	-0.7	0
> CC(C)CNC(=O)COC(=O)/C=C/c1ccccc1[N+](=O)[O-]
→ -5	-2	-1	7	-8	2	5	-1	-2.5	-2

Some of the entries so far, in markdown.
| SMILES | PvdQ acylase | SR-BI HDL uptake | NSD2 inh | Arr AP2 block | Cardiac RTF inh | SR-BI uptake up | PKA-R2B activ | Keap1-Nrf2 PPI | C-LANA FP | DAGLB inh |
| --- | --- | --- | --- | --- | --- | --- | --- | --- | --- | --- |
| COc1ccc(NC(=O)Cc2c(F)c(F)c(F)c(F)c2F)cc1OC | -10 | -5 | 0 | -2 | 6 | 5 | -8 | -1 | 1.6 | 2 |
| CSCCC(NC(=O)c1ccco1)C(=O)NCC(c1ccccc1)N(C)C (configuration not stated) | -10 | -9 | 0 | 5 | -8 | 9 | 0 | -3 | -4.5 | 2 |

Next results follow.
Order of values – PvdQ acylase	SR-BI HDL uptake	NSD2 inh	Arr AP2 block	Cardiac RTF inh	SR-BI uptake up	PKA-R2B activ	Keap1-Nrf2 PPI	C-LANA FP	DAGLB inh
> Cc1cccc(CCNC(=O)CC2C(=O)NCCN2Cc2ccccc2C)n1 (configuration not stated)
→ -12	-16	1	2	-5	16	2	-5	1.7	0
> CC(NC(=O)NNC(N)=S)(C(F)(F)F)C(F)(F)F
→ -20	56	-3	-4	-6	-56	0	0	-10	1
> CN(c1ccccc1)c1nc(N)c([N+](=O)[O-])c(Nc2ccccc2F)n1
→ 1	52	0	21	-4	-52	-5	3	-0.8	-10
> CCOc1cc(/C=N/N2CCOCC2)ccc1OCc1ccc(C(=O)OC)o1
→ 13	9	/	28	11	-9	-16	-4	-2.7	-1
> COc1ccc(N2CCN(Cc3cc(=O)oc4cc(C)c(Cl)c(C)c34)CC2)cc1
→ -6	10	1	1	-8	-10	-1	-2	-2.3	-2
> CCOc1nc(OCC)c2[nH]c(C(=O)O)c(Br)c2n1
→ -7	-21	1	10	-3	21	12	3	-1.9	-3
> CCc1cc(=O)oc2cc(OCC(=O)O)c(Cl)cc12
→ -9	-3	-3	-6	-4	3	4	-4	-0.3	1
> COc1ccc(C)cc1NC(=O)CCNS(=O)(=O)c1cccc(C(F)(F)F)c1
→ -18	9	-3	2	3	-9	-6	-2	-0.2	-1
> COc1cc(C(=O)NCCOc2ccccc2C)cc(OC)c1OC
→ -1	6	2	26	-4	-6	-5	-1	0.7	-3
> CCOC(=O)c1ccccc1NC(=O)Cn1cnc2c(oc3ccccc32)c1=O
→ -5	-7	-2	-7	0	7	-9	-3	-0.5	-2
> CC(C)(C)C(=O)Nc1ccc(-c2nc3ccccc3c(=O)o2)cc1
→ 10	-6	-1	40	-9	6	-6	-1	-0.9	-3
> O=C(Nc1ccc2c(c1)OCO2)NC1CCN(Cc2ccccc2)CC1
→ 0	1	3	5	3	-1	-1	4	2.1	3
> NC(=O)c1ccsc1NC(=O)COC(=O)/C=C/c1ccc([N+](=O)[O-])cc1
→ 0	-24	-3	7	11	24	-5	-2	1.1	0
> Brc1cccc(CNCc2cccs2)c1
→ 28	-18	-3	55*	-2	18	4	4	0.3	-5
> CCOC1=NC(=C(c2ccccc2)c2ccccc2)OC1=O
→ 5	-17	-1	33	6	17	-15	0	-0.4	-4
> O=C(Cc1ccc(NC(=O)C2CCCN(C(=O)C3CCCC3)C2)cc1)Nc1cccc(C(=O)N2CCCCC2)c1 (configuration not stated)
→ -5	73*	/	-1	-1	-73	-3	0	1.6	-2
> COc1ccc(OC)c(/C=C/C(=O)OCC(=O)N2CCCCC2)c1
→ -21	31	-5	-5	-6	-31	9	-6	0.4	-3
> COC(=O)c1cc(OC)c(OC)cc1NCC(=O)Nc1ccc(C)cc1
→ -7	-1	3	-4	-12	1	-9	4	-0.5	-2
> CC(C)(C)NC(=O)C(c1ccco1)N(Cc1ccc2c(c1)OCO2)C(=O)c1snc(C(N)=O)c1N (configuration not stated)
→ -3	-3	2	3	-19	3	-8	-1	-0.8	4
> CCCC(=O)N1CCN(c2ccc([N+](=O)[O-])c(NC(C)c3ccccc3)c2)CC1 (configuration not stated)
→ 13	47	4	24	2	-47	-10	2	0.8	2
> CCCNc1c(NS(=O)(=O)c2cccs2)c(=O)oc2ccccc12
→ -2	4	-2	21	-2	-4	11	1	-0.4	1
> Cc1nn(Cc2c(Cl)cccc2Cl)c(C)c1NC(=O)c1cc(C(C)C)on1
→ 2	60	/	3	-4	-60	-7	4	0.0	-1
> O=C(NCCCN1CCOCC1)C1Nc2ccc(OC(F)(F)F)cc2C2C=CCC12 (configuration not stated)
→ -1	-11	/	2	-1	11	0	1	3.0	-5
> CC1CC(CCC(=O)NC(=S)Nc2ccc(S(N)(=O)=O)cc2)C(=O)O1 (configuration not stated)
→ -18	-21	1	-2	-8	21	-1	-2	1.0	2
> Cc1cccn2c(=O)c(C=Nc3ccccc3)c(NCCO)nc12
→ -5	-1	12	0	-7	1	-2	-1	-0.3	1
> COc1ccc(NS(=O)(=O)c2cc(NC(=O)c3cccc(OCc4c(C)noc4C)c3)ccc2OC)cc1
→ -16	55	-3	2	-11	-55	4	1	-2.9	0
> Cc1cccc2c1CCCC2=O
→ -11	-1	3	23	-10	1	-4	-1	-0.2	0
> Cc1cccc(N2CCN(C(c3ccccc3)c3nnnn3C(C)(C)C)CC2)c1C (configuration not stated)
→ -11	53	-2	-11	-7	-53	-8	6	0.1	1
> O=C(CN1CCC(NC(=O)c2ccc(Br)cc2)CC1)NCc1cccs1
→ -8	-17	-2	0	8	17	-10	-1	1.3	1
> COc1cc2[nH]c(=O)n(CCC(=O)N3CCN(Cc4ccc5c(c4)OCO5)CC3)c(=O)c2cc1OC
→ -12	/	5	0	-15	/	-5	-4	-0.6	-3

3 structures out of the list, arranged by formula weight, falling:
Order of values – PvdQ acylase	SR-BI HDL uptake	NSD2 inh	Arr AP2 block	Cardiac RTF inh	SR-BI uptake up	PKA-R2B activ	Keap1-Nrf2 PPI	C-LANA FP	DAGLB inh
> COC(=O)c1cc(OC)c(OC)cc1NCC(=O)Nc1ccc(C)cc1
→ -7	-1	3	-4	-12	1	-9	4	-0.5	-2
> Cc1cccn2c(=O)c(C=Nc3ccccc3)c(NCCO)nc12
→ -5	-1	12	0	-7	1	-2	-1	-0.3	1
> Cc1cccc2c1CCCC2=O
→ -11	-1	3	23	-10	1	-4	-1	-0.2	0

(listing goes on)
Order of values – PvdQ acylase	SR-BI HDL uptake	NSD2 inh	Arr AP2 block	Cardiac RTF inh	SR-BI uptake up	PKA-R2B activ	Keap1-Nrf2 PPI	C-LANA FP	DAGLB inh
> Cc1ccc(Cl)cc1NC(=O)C1CCCN1S(=O)(=O)c1ccc(-c2ccc(=O)[nH]n2)s1 (configuration not stated)
→ -9	13	1	-13	-7	/	-8	-8	-2.6	2
> CSCc1ccc(C(=O)NCCSc2ccc(Br)cc2)cc1
→ -6	-1	-6	1	-1	/	-2	2	-0.2	-8
> O=C(Nc1sc2c(c1C(=O)O)CCC2)c1ccc(F)cc1
→ -12	-20	6	-18	-4	20	-11	1	1.1	5
> Fc1ccccc1COc1ccc(Br)cc1CNCc1ccncc1
→ -1	-3	-2	14	9	3	-4	-5	-1.4	0
> Cc1ccc2c(c1)N(CC(=O)N1CCC(O)CC1)C(=O)CO2
→ -8	/	-3	-7	6	/	-5	-3	-1.4	-1
> COc1ccc(N(CC(=O)NCc2ccco2)S(C)(=O)=O)c(OC)c1
→ -7	-2	-3	2	12	2	0	-6	-0.4	0
> C[C@@H](OC(=O)c1[nH]cnc1C(=O)NCc1ccc(CNC(=O)OC(C)(C)C)cc1)c1ccccc1
→ -9	28	/	-3	-3	-28	-9	5	2.6	-4
> CCn1c(SCC(=O)O)nnc1-c1cccnc1
→ -4	-8	-1	5	-5	8	-7	-2	1.1	-2
> COc1ccc(NC(=O)CC2SC(N3CCOCC3)=NC2=O)c(OC)c1 (configuration not stated)
→ 0	0	15	8	-6	0	-3	2	5.0	3
> Cc1ccc(C)c(OCCC(=O)OCC(=O)NC(=O)NCc2ccccc2)c1
→ -14	-21	0	2	-4	21	-3	-7	-1.3	-4

Screening data from PubChem.
